Bcl-B TR3 displacers: displacers of TR3 peptide from Bcl-B, primary screen, selectivity assay for Bfl-1 inhibitor project, biochemical, fluorescence polarization. displacement, % at 20 µM, or IC50 in µM where a hit was titrated. 96,000 tested, 0.11% active. FP displacement of FITC-TR3 peptide from Bcl-B; higher % means a stronger effect;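 active = displacement above 50% at 20 µM plus a fluorescence interference ratio under 1.5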;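 also: plate controls were wells without compound for no effect and wells lacking Bcl-B protein for full effect; a part of the inactive calls stands beside numbers as strong as those of hits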
PLAP inhibitors HTS: PLAP enzyme inhibitors, biochemical, luminescence, HTS (AID 690) | 96,000 tested, 0.08% active | purified PLAP, luminescent substrate; higher % means a stronger effect | inhibition, % at 20 µM; hits with a dose series show IC50 in µM; in the data active = a potency from the dose series; inactive = the rest, 99 in 100 with inhibition below about 30%; also: strong numbers were not always called active
IL1B NFkB pot: enhances IL-1B driven NFkB nuclear translocation; HUVEC IL-1B NFkB p65 nuclear translocation imaging; activation, % at 2 µM; 94,000 tested, 0.3% active; AID 819;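 active = activation above 40%, about the mean plus 3 SD, also judged a hit on visual image review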;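 also: percent activation is computed from the nuclear over cytoplasmic p65 intensity ratio; values of inactives mirror those of a sister screen read the other way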
MRP reversal: MRP-mediated drug resistance reversal; AID 602; differential viability (reversal), % at 10 µM; 85,000 tested, 0.04% active; H69AR cells + 2 uM doxorubicin, CellTiter-Glo, 72 h;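 active = viability drop by adding the cancer drug above about 55%, with treated viability meeting a 40% cutoff, limit read from the data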;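 also: viability without doxorubicin minus viability with 2 µM doxorubicin for each compound; larger differential means the compound sensitizes cells more to doxorubicin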
NFkB transloc inh: blocks IL-1B driven NFkB nuclear translocation in HUVEC cells; HUVEC IL-1B NFkB p65 nuclear translocation imaging; inhibition, % at 2 µM; 94,000 tested, 0.43% active;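 active = inhibition above about 30% together with a positive call from visual inspection of the well image, limit read from the data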;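 also: nuclear over cytoplasmic p65 intensity ratio measured by imaging; 0% = IL-1B stimulated DMSO wells and 100% = unstimulated DMSO wells; values of inactives mirror those of a sister screen read the other way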
MRP reversal cytotoxicity: also measured in MRP reversal; calls as there; viability, %; H69AR cells, CellTiter-Glo, 72 h; measured here: cytotoxicity without doxorubicin
MRP reversal with doxorubicin: also measured in MRP reversal; calls as there; viability, %; measured here: viability with 2 uM doxorubicin; stronger effect = lower value
NFkB transloc inh cell count 2 µM: recorded beside NFkB transloc inh, whose call it bears; cell count; measured here: cells passing quality filter;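 raw number of nuclei counted in each imaged well without normalization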
IL1B NFkB pot cell count 2 µM: also measured in IL1B NFkB pot; calls as there; cell count; measured here: cells passing quality filter
Active calls of the source: *; . = not tested or not shown. A portion of the library; the hit share may differ from the screen's.

SMILES	Bcl-B TR3 displacers	PLAP inhibitors HTS	IL1B NFkB pot	IL1B NFkB pot cell count 2 µM	MRP reversal	MRP reversal cytotoxicity	MRP reversal with doxorubicin	NFkB transloc inh	NFkB transloc inh cell count 2 µM
C=CCSC1=C(C#N)C(c2ccccc2OC)CC(=O)N1 (configuration not stated)	-13.5%	-0.1%	31.8	125	-5.5	98.3	103.7	-31.8	125
CCOC(=O)Cn1cc(C=O)c2ccccc21	-0.3%	12.2%	-6.0	118	14.3	96.8	82.5	6.0	118
O=C(CCCc1ccccc1)NCCN1CCOCC1	-8.1%	7.5%	13.5	152	6.5	91.4	84.8	-13.5	152
Cn1nc(CC(=O)NCc2ccc(F)cc2)c2ccccc2c1=O	7.9%	18.1%	-10.7	127	11.8	97.3	85.6	10.7	127
C=CCn1c(SCC(=O)c2cccs2)nc2sc(CC)cc2c1=O	3.4%	22.9%	-7.3	154	-13.8	71.9	85.7	7.3	154
Cc1cc(C)nc(NS(=O)(=O)c2ccc(NC(=O)c3ccc4c(c3)OCO4)cc2)n1	-9.0%	-24.1%	.	.	14.4	104.1	89.7	.	.
Cc1cc2cc(CNC(=O)NC3CCCCC3)ccc2[nH]1	10.4%	-24.4%	6.3	121	2.7	93.3	90.7	-6.3	121
CCc1oc2ccccc2c1C(=O)CCN1CCCCC1	-9.3%	-28.9%	14.1	136	-6.6	81.0	87.7	-14.1	136
COc1ccc(/C=N/NC(=O)CSc2nnc(C)n2-c2ccccc2)c(OC)c1OC	1.2%	-10.2%	-5.0	126	.	.	.	5.0	126
Oc1ccc2ccccc2c1C=Nc1ccc(N2CCOCC2)cc1	-82.3%	-5.5%	10.8	174	-12.7	79.7	92.3	-10.8	174
c1ccc(Nc2nc(N3CCNCC3)nc(N3CCOCC3)n2)cc1	.	.	8.7	161	11.2	77.9	66.6	-8.7	161
O=C(NCc1ccccc1)c1cnsn1	-2.1%	-14.8%	14.8	11	9.0	97.3	88.3	-14.8	11

Arranged by length of the SMILES (descending): part of the list above
SMILES	Bcl-B TR3 displacers	PLAP inhibitors HTS	IL1B NFkB pot	IL1B NFkB pot cell count 2 µM	MRP reversal	MRP reversal cytotoxicity	MRP reversal with doxorubicin	NFkB transloc inh	NFkB transloc inh cell count 2 µM
Cc1cc(C)nc(NS(=O)(=O)c2ccc(NC(=O)c3ccc4c(c3)OCO4)cc2)n1	-9.0%	-24.1%	.	.	14.4	104.1	89.7	.	.
COc1ccc(/C=N/NC(=O)CSc2nnc(C)n2-c2ccccc2)c(OC)c1OC	1.2%	-10.2%	-5.0	126	.	.	.	5.0	126
C=CCn1c(SCC(=O)c2cccs2)nc2sc(CC)cc2c1=O	3.4%	22.9%	-7.3	154	-13.8	71.9	85.7	7.3	154
Cn1nc(CC(=O)NCc2ccc(F)cc2)c2ccccc2c1=O	7.9%	18.1%	-10.7	127	11.8	97.3	85.6	10.7	127
Oc1ccc2ccccc2c1C=Nc1ccc(N2CCOCC2)cc1	-82.3%	-5.5%	10.8	174	-12.7	79.7	92.3	-10.8	174
Cc1cc2cc(CNC(=O)NC3CCCCC3)ccc2[nH]1	10.4%	-24.4%	6.3	121	2.7	93.3	90.7	-6.3	121
CCc1oc2ccccc2c1C(=O)CCN1CCCCC1	-9.3%	-28.9%	14.1	136	-6.6	81.0	87.7	-14.1	136
CCOC(=O)Cn1cc(C=O)c2ccccc21	-0.3%	12.2%	-6.0	118	14.3	96.8	82.5	6.0	118
O=C(NCc1ccccc1)c1cnsn1	-2.1%	-14.8%	14.8	11	9.0	97.3	88.3	-14.8	11

Additional results.
SMILES	Bcl-B TR3 displacers	PLAP inhibitors HTS	IL1B NFkB pot	IL1B NFkB pot cell count 2 µM	MRP reversal	MRP reversal cytotoxicity	MRP reversal with doxorubicin	NFkB transloc inh	NFkB transloc inh cell count 2 µM
Cc1ccc2[nH]c(=O)c(CN(CCCO)S(=O)(=O)c3c(C)ccc4nsnc34)cc2c1	0.4%	-34.2%	24.2	134	-25.6	60.8	86.4	-24.2	134
Cn1c(SCC(=O)Nc2sc3c(c2C#N)CCC3)nnc1C1COc2ccccc2O1 (configuration not stated)	-124.6%	-6.0%	23.6	148	6.4	102.9	96.5	-23.6	148
CC1=NN(C(=O)c2ccc(Cn3nc(C)c([N+](=O)[O-])c3C)cc2)C(O)(C(F)(F)F)C1 (configuration not stated)	-14.4%	-93.3%	21.6	171	.	.	.	-21.6	171
CC(=O)N1CCc2ccc(C(=O)CN3CCN(c4cccc(C)c4C)CC3)cc21	3.6%	-51.3%	1.1	82	2.0	79.7	77.8	1.0	82
CC(C)Oc1ccc(C(CC(=O)O)NC(=O)C2CCCCC2)cc1 (configuration not stated)	3.1%	-14.3%	-8.5	81	-3.4	90.2	93.5	8.5	81
CC(Oc1ccc(Cl)cc1Cl)C(=O)NCCN1CCOCC1 (configuration not stated)	10.5%	-37.1%	-0.3	140	3.1	90.2	87.1	0.3	140
COc1ccc(N(C(C)C(=O)N/N=C/c2ccc(OC(C)C)cc2)S(C)(=O)=O)cc1 (configuration not stated)	-4.2%	-37.9%	6.5	102	.	.	.	-6.5	102
Cc1nn(-c2ccccc2)c2[nH]c(=O)c(CNc3ccc4c(c3)OCCO4)cc12	8.5%	-23.1%	9.7	115	-29.5	49.5	79.0	-9.7	115
COc1ccccc1-c1ccc(=O)n(CC(=O)NCc2ccc3c(c2)OCO3)n1	6.4%	-47.4%	9.4	236	28.2	102.5	74.3	-9.4	236
CCCN(CCO)Cc1ccc(Br)cc1	-2.3%	3.0%	4.2	151	5.5	115.8	110.3	-4.2	151
C=CCNc1cnn(-c2ccc(C)cc2)c(=O)c1Cl	0.2%	3.6%	15.3	122	.	.	.	-15.3	122
COCCNC(=O)c1ccc(CN2CCOCC2)cc1	.	.	38.1	120	5.9	89.6	83.7	-38.1	120
S=C(NCCC1=CCCCC1)Nc1ccccc1	-9.7%	0.8%	-10.4	153	.	.	.	-5.4	116
Cc1cccc(C)c1-n1c(C)cc(/C=C2\C(=O)NN(c3ccccc3)C2=O)c1C	-3.6%	-12.7%	-7.8	185	.	.	.	7.8	185
O=S(=O)(N/N=C1/CCCc2ccccc21)c1ccc(Br)cc1	.	.	-7.0	128	-0.5	85.1	85.5	7.0	128
Cc1ncc(CCl)c2c1OC(C)(C)OC2	.	.	-17.8	70	1.0	2.8	1.8	17.8	70
COc1ccc(-c2nc(CSCC(=O)N3CCC(C(N)=O)CC3)c(C)o2)cc1OC	0.9%	-25.4%	-2.8	46	.	.	.	2.8	46
CCCC(c1nnnn1CS(=O)(=O)c1ccc(C)cc1)N1CCN(c2ccc(F)cc2)CC1 (configuration not stated)	-5.8%	3.1%	-5.3	136	12.4	91.3	78.9	5.3	136
O=C1Nc2ccc(S(=O)(=O)N3CCCC3)c3cccc1c23	6.9%	-9.0%	5.4	163	-2.2	81.1	83.3	-5.4	163
O=C(Nc1nccs1)c1cccc(NC(=O)c2ccco2)c1	.	.	-6.0	97	-6.9	64.9	71.8	6.0	97
COc1ccccc1-n1cnnc1SCC(=O)Nc1cc(C(C)(C)C)nn1-c1ccccc1	4.8%	-14.4%	7.5	119	0.6	86.7	86.1	-7.5	119
O=C(NCc1ccco1)c1cc2c(s1)CCCCC2	14.7%	-39.6%	-3.2	189	12.2	90.3	78.1	3.2	189
O=C(CSc1nnc(-c2ccco2)n1Cc1ccco1)Nc1ccccc1	18.8%	19.4%	6.0	146	9.9	101.8	91.9	-6.0	146
CCOC(=O)Cc1nnc(NC(=O)COc2ccc(OC)cc2)s1	-15.5%	-27.9%	6.1	173	4.5	96.0	91.6	-6.1	173
CCNC(=S)NNC(=O)c1cc(-c2ccc(OCC)cc2)nc2ccccc12	-4.0%	-26.8%	3.5	122	.	.	.	-3.5	122
O=C(O)CCc1ccc(-c2ccccc2)n1Cc1ccco1	8.4%	-68.5%	3.6	160	-4.3	98.4	102.7	-3.6	160
O=c1c2ccccc2nc2n1CCS2	-2.2%	16.9%	.	.	-7.8	89.0	96.8	.	.
COc1cc(C(=O)Oc2ccccc2/C=N/NC(=O)c2ccc(Cl)cc2Cl)cc(OC)c1OC	-1.4%	-134.3%	-0.7	202	.	.	.	0.7	202
CCN(CC)CCNC(=O)C1c2ccccc2C(=O)N(C)C1c1cn(C)c2ccccc12 (configuration not stated)	-13.8%	-42.6%	-0.6	171	-0.1	91.6	91.7	0.6	171
O=C(NCC1CCS(=O)(=O)C1)Oc1ccccc1 (configuration not stated)	8.0%	0.8%	16.9	185	7.8	98.1	90.3	-16.9	185
CC(=O)SCCC(=O)N1C(C)CCCC1C(=O)O (configuration not stated)	-0.9%	4.3%	5.5	141	4.6	97.8	93.2	-5.5	141
COc1ccc(CN2CCC(CNC(=O)NC3CCCCC3)CC2)cc1	-4.7%	-56.6%	6.2	129	-9.5	91.9	101.4	-6.2	129
O=C(NCC1CCCO1)c1onc(CSc2cccc3ccccc23)c1C(=O)O (configuration not stated)	-2.4%	-7.7%	-3.5	158	.	.	.	3.5	158
CC(=O)c1sc(NC(=O)c2ccc(F)c(F)c2)nc1C	6.5%	25.6%	-32.0	199	.	.	.	32.0*	199*
N=c1n(CCN2CCOCC2)c2ccccc2n1CC(O)COc1ccccc1 (configuration not stated)	4.0%	8.0%	14.6	131	-10.6	94.7	105.3	-14.6	131
CC(=O)Nc1ccc(N2C(=O)CCC2=O)cc1C	0.9%	13.0%	-1.1	154	-10.5	76.2	86.7	1.1	154
COc1ccc(CN(C(=O)Cc2c[nH]c3ccccc23)C(C(=O)NC2CCCCC2)c2ccc(C)o2)cc1 (configuration not stated)	-13.3%	-49.4%	-1.1	141	.	.	.	1.1	141
COc1ccc(CCN(CC(=O)NC2CCCC2)C(=O)CCC(=O)Nc2cc(C)on2)cc1OC	11.5%	-39.4%	.	.	2.5	97.5	95.0	.	.
COc1ccc(-c2nnc3sc(CN4C(=O)c5ccccc5C4=O)nn23)cc1	-2.1%	1.4%	.	.	19.9	94.5	74.6	.	.
Cc1ccc(CCNC(=O)C2CCCN(c3nc4ccccc4o3)C2)cc1 (configuration not stated)	-2.3%	0.8%	20.6	138	9.9	89.9	80.0	-20.6	138
C=CC(C)n1c(Br)nc2c1c(=O)[nH]c(=O)n2C (configuration not stated)	7.3%	-27.8%	1.5	175	2.6	87.5	84.9	-1.5	175
CCN1C(=O)/C(=C\N2CCCc3ccccc32)SC1=S	-1.3%	-19.3%	.	.	-7.7	84.2	91.8	.	.
O=S(=O)(NC1=NCCC1)c1cccs1	-0.5%	-7.8%	11.2	196	-7.5	97.8	105.3	-11.2	196
Clc1ccc(N=c2ssnc2Cl)cc1	.	.	1.1	68	-27.9	1.9	29.7	-1.1	68
O=C(COC(=O)Cc1cccs1)Nc1ccc(F)c(F)c1F	2.1%	10.5%	2.4	177	3.6	92.7	89.1	-2.4	177
CC(=O)OCc1c(C(F)(F)F)nn(C)c1SCc1ccc(Cl)cc1	-6.4%	19.8%	33.0	186	11.1	105.8	94.7	-33.0	186
Cc1ccc(NC(=O)CSc2nnc(CSc3nc(C)cc(C)n3)n2Cc2ccco2)c(C)c1	-9.9%	-42.5%	10.3	114	-17.7	48.5	66.2	-10.3	114
COc1cc2cc(/C=C/C(=O)c3ccco3)c(Cl)nc2cc1OC	-28.3%	1.0%	38.2	157	4.6	7.9	3.3	-38.2	157
COC(=O)c1sccc1NC(=O)C1C2C=CC(C2)C1C(=O)O (configuration not stated)	.	.	5.7	149	1.0	93.2	92.2	-5.7	149
CN1C(=O)C(O)(CC(=O)c2ccccn2)c2cc(Br)ccc21 (configuration not stated)	-7.3%	-16.8%	7.2	196	-8.6	29.3	37.9	-7.2	196

Source: PubChem
